Screening data from PubChem.
LYP inhibition: inhibition of human PTPN22 tyrosine phosphatase – biochemical, DiFMUP fluorescence, recombinant catalytic domain, 10 µM, primary screen (AID 606) | one-dose inhibition, % at 10 µM; IC50 in µM for titrated hits | recombinant LYP catalytic domain, DiFMUP fluorescence; higher % means a stronger effect | 52,000 tested, under 10 active;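 active = IC50 under 40 µM in the dose-response test; inactive = IC50 of 40 µM or more, or never dose-tested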
Bfl-1 inhibitors: Bfl-1 inhibitors, primary screen, biochemical, fluorescence polarization, FITC-Bid, mouse (AID 432); FITC-Bid BH3 peptide fluorescence polarization displacement; higher % means a stronger effect; 0.02% of 64,000 active; displacement, % at 20 µM; hits with a dose series show IC50 in µM; in the data active = a potency from the dose series; inactive = the rest, 99 in 100 with displacement below about 15%; note: strong numbers were not always called active
HPDE-C7 cytotoxicity: HPDE-C7 pancreatic duct cell viability loss – fluorescence, HTS (AID 430) | HPDE-C7 pancreatic duct cells viability, fluorescence; higher % means a stronger effect | cytotoxicity, % at 10 µM, or EC50 in µM where a hit was titrated | 1.8% of 63,000 active;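 note: cells exposed to compound for 48 hours before viability readout; 0% = vehicle and 100% = reference cytotoxic drug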
KRASV12 cytotoxicity: viability loss of HPDE-C7K cells – cell-based, fluorescence, HTS, primary screen (AID 431). HPDE-C7K KRASV12 cells, Alamar Blue viability, 48 h; higher % means a stronger effect. cytotoxicity, % at 10 µM, or EC50 in µM where a hit was titrated. 1.7% of 63,000 active;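 active = compounds whose percent cytotoxicity in the single-dose primary screen, scaled between solvent and toxic-drug controls, exceeds 50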;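 note: 0% = DMSO solvent wells and 100% = doxorubicin-treated wells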
PMK inhibit: inhibitors of Streptococcus pneumoniae phosphomevalonate kinase. purified PMK, PK/LDH-coupled NADH absorbance 340 nm. 0.49% of 65,000 active. inhibition, % at 10 µM. AID 539;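 active = top-ranked compounds by inhibition in the single 10 µM screen, taking a fixed number of the strongest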;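 note: 0% = full reaction with DMSO carrier and 100% = background rate without enzyme reaction; no value below 0 was filed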
Alkaline phosphatase: inhibition of tissue-nonspecific alkaline phosphatase – biochemical, luminescent (AID 518) | purified TNAP enzyme, luminescent substrate readout; higher % means a stronger effect | inhibition, % at 20 µM; hits with a dose series show IC50 in µM | 0.09% of 64,000 active; in the data active = a potency from the dose series; inactive = the rest, 99 in 100 with inhibition below about 22%;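 note: plate controls were vehicle for no effect and reference inhibitor for full effect; many of its hits are not listed in these tables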
Spn MK inh: S. pneumoniae mevalonate kinase inhibition. 0.48% of 65,000 active. inhibition, % at 10 µM. AID 555. purified MK, PK/LDH-coupled NADH absorbance 340 nm;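 active = ranked among the strongest by inhibition in the single 10 µM screen, a fixed top-ranked set picked for dose follow-up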; note: no value below 0 was filed
HT1080 cytotoxicity: cytotoxicity in HT1080 fibrosarcoma cells, cell-based, fluorescence readout (AID 620); 0.42% of 87,000 active; HT1080 viability, fluorescence; higher % means a stronger effect; one-dose cytotoxicity, % at 10 µM; EC50 in µM for titrated hits;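 note: cells exposed to compound overnight then 4 h with Alamar Blue; 0% = vehicle DMSO and 100% = killing control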
Spn DPM-DC inh: S. pneumoniae DPM-DC inhibition; purified DPM-DC, PK/LDH coupled NADH fluorescence; calls only at 10 µM; 0.49% of 65,000 active;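 active = the 320 compounds with the highest percent inhibition in the single-dose primary screen, excluding strongly autofluorescent ones, cut at about 32% in these data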;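 note: kinetic rate of NADH fluorescence loss reporting ADP formed by the decarboxylase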
PMK inhibit pilot replicates: second read-out of PMK inhibit, no call of its own (marks repeat the call); inhibition, %; measured here: pilot screen replicates
Spn MK inh pilot replicates: second read-out of Spn MK inh, no call of its own (marks repeat the call); inhibition, %; measured here: pilot screen replicates
Spn DPM-DC inh pilot screen %: further read-out of Spn DPM-DC inh, marked with its call; inhibition, %; measured here: pilot screen trials
An asterisk follows results filed as active. Cut-off read from the data, not from the text of the source, unless noted: active = cytotoxicity above about 50%; inactive = the rest.

O=c1oc2ccccc2cc1-c1nnc(-c2cccc(Br)c2)o1 was read as LYP inhibition -4%, Bfl-1 inhibitors -3%, HPDE-C7 cytotoxicity -20%, KRASV12 cytotoxicity -24%, PMK inhibit 0, Alkaline phosphatase 1%, Spn MK inh 4 and HT1080 cytotoxicity -1%.
For CCOC(=O)CNC(=O)C(NC(=O)C1CCC(C)CC1)C(C)CC (stereo not given) the results were LYP inhibition -2%, Bfl-1 inhibitors -1%, HPDE-C7 cytotoxicity -8%, KRASV12 cytotoxicity -2%, PMK inhibit 10, Alkaline phosphatase 13%, Spn MK inh 9, HT1080 cytotoxicity 4% and Spn DPM-DC inh inactive.
Screening CCn1nnnc1SCC(=O)Nc1cccc(C)n1 returned LYP inhibition -6%, Bfl-1 inhibitors 1%, HPDE-C7 cytotoxicity 6%, KRASV12 cytotoxicity -19%, PMK inhibit 9, Alkaline phosphatase 8%, Spn MK inh 6, HT1080 cytotoxicity -6% and Spn DPM-DC inh inactive.
`COc1ccccc1NC(=O)c1cc(Cl)ccc1NC(=O)c1ccco1` gave LYP inhibition 4%, Bfl-1 inhibitors -2%, HPDE-C7 cytotoxicity -7%, KRASV12 cytotoxicity -6%, PMK inhibit 0, Alkaline phosphatase 6%, Spn MK inh 9, HT1080 cytotoxicity -2% and Spn DPM-DC inh inactive.
`C=CCn1c(=O)c(C(=O)Nc2nnc(C)s2)c(O)c2ccccc21` gave LYP inhibition 4%, Bfl-1 inhibitors 0%, HPDE-C7 cytotoxicity 8%, KRASV12 cytotoxicity 9%, PMK inhibit 10, Alkaline phosphatase 5%, Spn MK inh 15, HT1080 cytotoxicity -12% and Spn DPM-DC inh inactive.
CCCCNC(=O)Nc1ccc(Br)cn1 was read as LYP inhibition 7%, Bfl-1 inhibitors -3%, PMK inhibit 4, Alkaline phosphatase 7%, Spn MK inh 6, HT1080 cytotoxicity 5% and Spn DPM-DC inh inactive.
CCC(=O)N1CC23C=CC(CC2CC12CCCCC2)O3 (stereo not given) was read as LYP inhibition -2%, Bfl-1 inhibitors -2%, HPDE-C7 cytotoxicity -7%, KRASV12 cytotoxicity -4%, PMK inhibit 0, Alkaline phosphatase -5%, Spn MK inh 0, HT1080 cytotoxicity 18% and Spn DPM-DC inh inactive.
`CC1(C(=O)CSc2nc3ccccc3[nH]2)CCC(=O)O1` (stereo not given) gave LYP inhibition 5%, Bfl-1 inhibitors -1%, HPDE-C7 cytotoxicity 5%, KRASV12 cytotoxicity -19%, PMK inhibit 3, Alkaline phosphatase 7%, Spn MK inh 12, HT1080 cytotoxicity -3% and Spn DPM-DC inh inactive.
Cn1cnnc1SCC(=O)c1ccc2c(c1)CCCC2 was read as LYP inhibition 6%, Bfl-1 inhibitors -3%, HPDE-C7 cytotoxicity 3%, KRASV12 cytotoxicity 5%, PMK inhibit 10, Alkaline phosphatase 5%, Spn MK inh 11, HT1080 cytotoxicity -6% and Spn DPM-DC inh inactive.
O=C(O)CCc1ccc(-c2cccs2)n1NC(=O)c1ccc(O)cc1 was read as LYP inhibition 2%, Bfl-1 inhibitors -1%, HPDE-C7 cytotoxicity -8%, KRASV12 cytotoxicity -9%, PMK inhibit 6, Alkaline phosphatase -2%, Spn MK inh 3, HT1080 cytotoxicity -5% and Spn DPM-DC inh inactive.
For COc1ccc(CCn2nnnc2C(CC(C)C)N2CCC(C(N)=O)CC2)cc1OC (stereo not given) the results were LYP inhibition -11%, Bfl-1 inhibitors 0%, HPDE-C7 cytotoxicity -11%, KRASV12 cytotoxicity -2%, PMK inhibit 0, Alkaline phosphatase 10%, Spn MK inh 0, HT1080 cytotoxicity 0% and Spn DPM-DC inh inactive.
Screening COc1ccccc1-c1cc(N)n(S(=O)(=O)c2ccc(F)c(C)c2)n1 returned LYP inhibition 9%, Bfl-1 inhibitors 2%, HPDE-C7 cytotoxicity -7%, KRASV12 cytotoxicity -1%, PMK inhibit 1, Alkaline phosphatase 16%, Spn MK inh 3, HT1080 cytotoxicity 0% and Spn DPM-DC inh inactive.
Screening Cn1c(=O)cc(OCCCC(=O)N2CCN(Cc3ccc4c(c3)OCO4)CC2)c2ccccc21 returned Bfl-1 inhibitors -3%, HPDE-C7 cytotoxicity 12%, KRASV12 cytotoxicity 10%, PMK inhibit 11, Alkaline phosphatase 1%, Spn MK inh 0, HT1080 cytotoxicity 1% and Spn DPM-DC inh inactive.
For Clc1ccc(-c2nn3c(-c4ccncc4)nnc3s2)c(Cl)c1 the results were Bfl-1 inhibitors 3%, HPDE-C7 cytotoxicity 8%, KRASV12 cytotoxicity -2%, PMK inhibit 11, Alkaline phosphatase 13%, Spn MK inh 11, HT1080 cytotoxicity 9% and Spn DPM-DC inh inactive.
`Cc1ccc(-n2nnnc2SCC(=O)c2cc(C)n(-c3cc(C)on3)c2C)cc1` gave LYP inhibition -2%, Bfl-1 inhibitors -10%, HPDE-C7 cytotoxicity 3%, KRASV12 cytotoxicity 3%, PMK inhibit 8, Alkaline phosphatase 16%, Spn MK inh 5, HT1080 cytotoxicity 0%, Spn DPM-DC inh inactive, PMK inhibit pilot replicates 4.5, Spn MK inh pilot replicates 5.5 and Spn DPM-DC inh pilot screen % 3.5.
For CC(=O)Nc1cccc(OC(=O)N2CCOCC2)c1 the results were LYP inhibition 2%, Bfl-1 inhibitors -3%, HPDE-C7 cytotoxicity -2%, KRASV12 cytotoxicity 2%, PMK inhibit 6, Alkaline phosphatase 2%, Spn MK inh 8, HT1080 cytotoxicity 2% and Spn DPM-DC inh inactive.
For O=S(=O)(c1ccccc1)N(Cc1nc(-c2ccccc2)no1)C1CCCCC1 the results were LYP inhibition 2%, Bfl-1 inhibitors -5%, HPDE-C7 cytotoxicity -7%, KRASV12 cytotoxicity 1%, PMK inhibit 6, Alkaline phosphatase 16%, Spn MK inh 6, HT1080 cytotoxicity -12%, Spn DPM-DC inh inactive, PMK inhibit pilot replicates 1.0, Spn MK inh pilot replicates 0.0 and Spn DPM-DC inh pilot screen % 1.0.
For CCOC(=O)N1CCN(c2nc(=S)n(-c3ccccc3)c(C)c2C(C)=O)CC1 the results were Bfl-1 inhibitors -4%, HPDE-C7 cytotoxicity 9%, KRASV12 cytotoxicity 4%, PMK inhibit 11, Alkaline phosphatase 5%, Spn MK inh 5, HT1080 cytotoxicity -1% and Spn DPM-DC inh inactive.
`COc1ccccc1N1CCN(c2nc(C)nc3c2oc2ccccc23)CC1` gave Bfl-1 inhibitors -7%, HPDE-C7 cytotoxicity 32%, KRASV12 cytotoxicity 47%, PMK inhibit 7, Alkaline phosphatase 8%, Spn MK inh 0, HT1080 cytotoxicity 75%* and Spn DPM-DC inh inactive.
`CCS(=O)(=O)N1CCCC(C(=O)NCc2ccccc2Cl)C1` (stereo not given) gave Bfl-1 inhibitors -3%, HPDE-C7 cytotoxicity 3%, KRASV12 cytotoxicity 14%, PMK inhibit 21, Alkaline phosphatase 14%, Spn MK inh 9, HT1080 cytotoxicity 15%, Spn DPM-DC inh inactive, PMK inhibit pilot replicates 0.0, Spn MK inh pilot replicates 0.0 and Spn DPM-DC inh pilot screen % 1.0.
For CN(C)c1ccc(C2N(c3cccc(Cl)c3)C(=O)C3CCCN32)cc1 (stereo not given) the results were LYP inhibition 7%, Bfl-1 inhibitors 3%, HPDE-C7 cytotoxicity -10%, KRASV12 cytotoxicity 10%, PMK inhibit 2, Alkaline phosphatase 8%, Spn MK inh 17, HT1080 cytotoxicity -3% and Spn DPM-DC inh inactive.
`CN(C)S(=O)(=O)c1ccc(-c2ccccc2)cc1` gave LYP inhibition 19%, Bfl-1 inhibitors -1%, HPDE-C7 cytotoxicity -2%, KRASV12 cytotoxicity -6%, PMK inhibit 5, Alkaline phosphatase 9%, Spn MK inh 0, HT1080 cytotoxicity 4% and Spn DPM-DC inh inactive.
Cc1c(NS(=O)(=O)c2ccc3c(c2)n(C)c(=O)n3C)c(=O)n(-c2ccccc2)n1C was read as Bfl-1 inhibitors 4%, HPDE-C7 cytotoxicity -23%, KRASV12 cytotoxicity -16%, PMK inhibit 0, Alkaline phosphatase 13%, Spn MK inh 0, HT1080 cytotoxicity 0%, Spn DPM-DC inh inactive, PMK inhibit pilot replicates 0.0, Spn MK inh pilot replicates 0.0 and Spn DPM-DC inh pilot screen % 2.0.
Screening Cn1c(=O)c2c3c(sc2n2c(SCC(N)=O)nnc12)CC(C(C)(C)C)CC3 (stereo not given) returned LYP inhibition -6%, Bfl-1 inhibitors -2%, HPDE-C7 cytotoxicity 30%, KRASV12 cytotoxicity 33%, PMK inhibit 3, Alkaline phosphatase 2%, Spn MK inh 0, HT1080 cytotoxicity 21% and Spn DPM-DC inh inactive.
O=C(C1COc2ccccc2O1)N1CCN(c2ccccc2F)CC1 (stereo not given) was read as LYP inhibition 11%, Bfl-1 inhibitors -9%, HPDE-C7 cytotoxicity -2%, KRASV12 cytotoxicity 2%, PMK inhibit 0, Alkaline phosphatase 11%, Spn MK inh 4, HT1080 cytotoxicity 13% and Spn DPM-DC inh inactive.
`COCCNCC(=O)C12CC3CC(CC(C3)C1)C2` gave LYP inhibition -2%, Bfl-1 inhibitors 0%, HPDE-C7 cytotoxicity -4%, KRASV12 cytotoxicity 10%, PMK inhibit 0, Alkaline phosphatase 10%, Spn MK inh 7, HT1080 cytotoxicity 0% and Spn DPM-DC inh inactive.
Nc1ccc(S(=O)(=O)c2cccc(N)c2)cc1 was read as Bfl-1 inhibitors -2%, HPDE-C7 cytotoxicity 18%, KRASV12 cytotoxicity 19%, PMK inhibit 6, Alkaline phosphatase 12%, Spn MK inh 10, HT1080 cytotoxicity -1%, Spn DPM-DC inh inactive, PMK inhibit pilot replicates 6.5, Spn MK inh pilot replicates 0.0 and Spn DPM-DC inh pilot screen % 1.0.
COc1ccc2nc3oc(C(=O)N4CCC(C(N)=O)CC4)cc3cc2c1 was read as LYP inhibition 9%, Bfl-1 inhibitors -1%, HPDE-C7 cytotoxicity 2%, KRASV12 cytotoxicity -8%, PMK inhibit 5, Alkaline phosphatase 5%, Spn MK inh 0 and HT1080 cytotoxicity 2%.
CCOc1ccc(NC(=O)CN2C(=O)COc3ccc(Cl)cc32)cc1 was read as LYP inhibition 3%, Bfl-1 inhibitors -4%, HPDE-C7 cytotoxicity -2%, KRASV12 cytotoxicity 6%, PMK inhibit 0, Alkaline phosphatase 8%, Spn MK inh 2, HT1080 cytotoxicity 0% and Spn DPM-DC inh inactive.
